High-throughput results as filed in PubChem BioAssay.
Tn6 DDE FP: disrupts Tn6 cyclic peptide binding to fibrin D-Dimer-E complex | P02675 | Fibrin DD(E) TRITC-Tn6 fluorescence polarization displacement | inhibition, % at 8.3 µM | hit rate 0.21% among 370,000 | AID 720509;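 active means inhibition above a per-campaign cutoff: mean of compounds within control limits plus 3 SD, cut at about 15% in these data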;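 further: 0% = median of all compound wells on the plate and 100% = blocking peptide control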
ARFGAP1 inhibitor: inhibits rat ARF GTPase activating protein 1 | Q62848 | Arfgap1-stimulated ARF1 GTP hydrolysis, GDP FP detection | inhibition, % at 16.5 µM | hit rate 0.26% among 360,000 | AID 651572;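 active means inhibition above a per-plate limit, mean inhibition of low control wells plus 3 SD, cut at about 25% in these data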;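 further: 0% = DMSO wells with enzyme and 100% = wells lacking Arfgap1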
Target sequence (Q62848 1-136 limits assumed): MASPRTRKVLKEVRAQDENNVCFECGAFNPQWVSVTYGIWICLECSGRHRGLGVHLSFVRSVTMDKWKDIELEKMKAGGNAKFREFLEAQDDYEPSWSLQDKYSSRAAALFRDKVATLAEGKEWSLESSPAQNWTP
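Assay system: Rat Arfgap1 GAP domain (His6, aa 1-136), purified enzyme | Buffer or medium: HEPES 25 mM pH 7.5, NaCl 150 mM, MgCl2, DTT | Schedule: GTP hydrolysis reaction 2 h at 25 °C | Signal: FP of antibody-bound GDP Alexa 633 tracer, ex 620/em 688 nm | Measure: Percent inhibition of Arfgap1-stimulated GTP hydrolysis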
PLCg1 inh: inhibitors of human phospholipase C gamma1; hit rate 0.84% among 370,000; P19174; inhibition, % at 12.2 µM; AID 720700; purified PLC-gamma1, fluorogenic substrate, fluorescence; in the data active means inhibition above about 9.5%
DDE Tn7 FP inh: inhibitors of Tn7 peptide binding to human fibrin DD(E); P02675; FP displacement of FITC-Tn7 peptide from fibrin DD(E); 0% = median of compound wells per plate; inhibition, % at 8.3 µM; hit rate 0.13% among 370,000; AID 720508;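 active means inhibition above the mean of compounds falling within the control limits plus 3 SD of them, cut at about 14% in these data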;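 further: 0% = plate median of compound wells and 100% = 10 µM Aha-Tn7 peptide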
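system = human fibrin DD(E) protein | quantity = DD(E) 2 µM final | medium = Tris/NaCl/CaCl2 buffer, pH 7.8 | also added = labelled Tn7 tracer, 0.1 µM | compound dosing = single point at 8.3 µM | timing = compound with protein 10 min, then 3 h after probe, room temperature | signal = FP measurement | benchmarks = Aha-Tn7 high control | repeats = one replicate per compound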
ASAP1 inh: blocks human ASAP1-stimulated Arf1 GTP hydrolysis; Q9ULH1; inhibition, % at 16.5 µM; AID 624377; hit rate 0.19% among 360,000; GDP FP detection; in the data active means inhibition above about 25%;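 further: 0% = vehicle with enzyme and substrate and 100% = no enzyme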
UHRF1 MBD2 ctr: UHRF1 methyl-DNA binding inhibition. Q96T88. UHRF1 binding to methylated oligo, TR-FRET. inhibition, % at 4.4 µM. hit rate 0.75% among 370,000. AID 687016; in the data active means inhibition above about 21%;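 further: UHRF1 SRA domain binding a hemimethylated CpG hairpin DNA probe; 0% = median of test compound wells and 100% = reference inhibitor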
PLCb3 inh: inhibitors of human phospholipase C beta3 | Q01970 | Purified PLC-beta3, fluorogenic substrate, fluorescence | AID 720704 | inhibition, % at 12.2 µM | hit rate 0.18% among 370,000; in the data active means inhibition above about 11%;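 further: 0% = median of compound wells on plate and 100% = full blocker control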
Rev-erbA mod: modulates human Rev-erb alpha binding to DNA; Rev-erbα–FITC-DNA binding, fluorescence polarization, 90 min; AID 1259318; hit rate 0.79% among 370,000; activity, % at 10 µM;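 active means activity above about 14%, limit read from the data; passing the limit was not always enough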;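 further: 0% = DMSO wells with 35 nM protein and 100% = DMSO wells with 750 nM protein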
Target sequence (P20393 whole entry, looked up): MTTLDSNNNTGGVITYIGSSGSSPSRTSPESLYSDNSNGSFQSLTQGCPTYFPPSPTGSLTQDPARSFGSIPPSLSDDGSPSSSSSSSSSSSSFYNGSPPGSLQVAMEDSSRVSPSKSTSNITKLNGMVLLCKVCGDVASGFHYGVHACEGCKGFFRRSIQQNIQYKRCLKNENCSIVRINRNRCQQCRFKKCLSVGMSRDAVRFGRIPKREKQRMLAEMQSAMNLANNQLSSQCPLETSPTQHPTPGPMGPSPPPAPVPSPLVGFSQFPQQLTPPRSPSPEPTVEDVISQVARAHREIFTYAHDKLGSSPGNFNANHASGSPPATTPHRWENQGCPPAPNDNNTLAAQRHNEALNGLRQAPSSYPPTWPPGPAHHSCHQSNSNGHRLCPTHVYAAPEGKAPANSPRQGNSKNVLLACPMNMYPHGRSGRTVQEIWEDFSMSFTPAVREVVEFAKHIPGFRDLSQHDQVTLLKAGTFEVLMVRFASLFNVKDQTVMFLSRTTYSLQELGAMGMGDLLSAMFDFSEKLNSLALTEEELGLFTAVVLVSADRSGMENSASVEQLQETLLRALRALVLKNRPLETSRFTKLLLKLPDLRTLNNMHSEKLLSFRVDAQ
HGIII-sPLA2 inh: Inhibits HGIII-sPLA2 liposome hydrolysis, primary screen | inhibition, % at 12.2 µM | Q9NZ20 | hit rate 0.56% among 370,000 | QFRET BODIPY PC-A2 liposome hydrolysis, fluorescence | AID 743126;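 active means inhibition above mean plus 3 SD of compounds lying within the high and low control bounds, cut at about 19% in these data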;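 further: 0% = median of test compound wells and 100% = no enzyme DMSO wells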
proKLK7 act: proKLK7 (human) activation, primary screen | P49862 | purified proKLK7, EDANS-DABCYL substrate fluorescence; 100% is mature enzyme control, 0% vehicle | activation, % at 7 µM | hit rate 0.9% among 370,000 | AID 652039;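 active means activation above the mean of all tested compounds plus 3 SD, computed per campaign excluding outliers beyond control limits, cut at about 13% in these data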
* = called active by the depositor; i = inactive. Compounds as they come; about 4.5% have a hit in one of these screens.

cpd	molecule	Tn6 DDE FP	ARFGAP1 inhibitor	PLCg1 inh	DDE Tn7 FP inh	ASAP1 inh	UHRF1 MBD2 ctr	PLCb3 inh	Rev-erbA mod	HGIII-sPLA2 inh	proKLK7 act
1	CCOc1ccc(N2C(=O)Nc3ccccc3C2(O)C(=O)N2CCN(c3ccccn3)CC2)cc1 (configuration not stated)	10	24	3	-4	14	1	-7	7	3	-0.6
2	C[C@@H]1CN([C@H](C)CO)C(=O)CCCn2nncc2CO[C@H]1CN(C)S(=O)(=O)c1ccc(F)cc1	-7	-2	1	-1	8	3	-2	1	12	0.5
3	COc1ccccc1C(=O)NC(=O)COC(=O)c1ccc([N+](=O)[O-])cc1	-1	10	3	3	-11	0	-5	6	2	-0.6
4	CCCCN1CCNC[C@H]1Cc1ccc(O)cc1	-7	1	1	-8	0	0	2	2	0	0.7
5	COC(=O)C1=C(C)N(Cc2ccccc2)C(=S)N[C@H]1c1cccc(C(F)(F)F)c1	-1	6	0	-5	0	-1	-3	0	1	-0.1
6	N#C/C(=C\c1c(N2CCOCC2)nc2ccccn2c1=O)C(=O)NC1CCS(=O)(=O)C1 (configuration not stated)	5	1	-140	11	8	-1	-153	-2	-4	5.9
7	COCCCNc1nc2ccccc2nc1NS(=O)(=O)c1ccc(Cl)cc1	6	-1	-1	4	-8	-1	-4	7	1	0.2
8	COn1c(=S)[nH]c2ccccc2c1=O	7	-7	0	3	0	0	5	6	11	-0.2
9	CCOC(=O)C1=C(COC(=O)C2CC(=O)N(c3ccc(C)cc3)C2)NC(=O)NC1C (configuration not stated)	8	7	2	5	-9	37*	-10	-7	9	-0.8
10	O=C(NCc1ccccn1)c1cccc(S(=O)(=O)Nc2ccccc2Cl)c1	3	17	1	0	5	15	-2	3	-6	-0.1
11	COc1ccc(C(C)=O)cc1COC(=O)C(CO)NS(=O)(=O)c1ccc(Br)cc1 (configuration not stated)	3	-1	0	2	-2	-1	-5	2	-13	-0.2
12	O=C(COc1ccc(Cl)cc1Cl)Nc1ccc2nc3n(c(=O)c2c1)CCCC3	3	13	3	1	0	-3	1	2	-3	0.0
13	Cc1ccc(SCc2noc(C(=O)NCC3CCCO3)c2C(=O)O)cc1C (configuration not stated)	-4	-15	0	-7	-22	1	-1	-3	2	0.5
14	CCOc1ccc(N2CC(O)=C(c3ccccc3)C2=N)cc1	3	3	0	-6	-13	1	3	3	-5	-0.4
15	CC(=O)Nc1ccc(-c2cc(N)n(-c3ccccc3)n2)cc1	-1	1	-27	-1	8	-6	-50	5	8	-0.2
16	CCCCOc1ccc(C(=O)NCC(=O)NC2CCC(C)CC2)cc1 (configuration not stated)	3	7	1	3	1	0	-4	0	10	0.0
17	Cc1ccc(C(=O)C[n+]2cccc(C(N)=O)c2)cc1	-5	9	-2	-5	-8	-5	-12	0	-6	1.0
18	CCO[C@H]1OC(C(=O)Nc2ccccc2)=C[C@@H](c2ccc(C(F)(F)F)cc2)[C@@H]1CCCO	-3	10	10*	-2	4	2	7	-4	-1	-0.2
19	COc1ccc(Nc2nc(N)nc(COc3ccc(OC)cc3)n2)cc1	-1	1	0	-5	7	0	2	-2	3	-0.1
20	COc1cccc(NC(=O)CSc2ncc(S(=O)(=O)c3ccccc3)c(=O)[nH]2)c1	-6	-1	-1	1	11	1	-10	-2	-5	-0.6
21	CC1(C(=O)NS(=O)(=O)c2cccc(F)c2)CCN1C(=O)Cc1ccc(Cl)cc1Cl (configuration not stated)	11	-9	0	-9	-3	1	-4	3	-12	0.0
22	COc1cccc(C(O)c2nc3ccccc3n2C)c1 (configuration not stated)	10	3	-2	0	-10	1	-3	-1	2	0.9
23	COc1ccc(Nc2nc(-c3ccccc3)c3ccccc3n2)cc1	0	16	-3	4	4	2	-3	2	5	0.7
24	O=C(COC(=O)c1cnc(Cl)c(Cl)c1)NC1CCCC1	0	-4	-1	2	8	1	-1	3	13	-0.6
25	COc1cccc(C(=O)N2CCC[C@H]2C(=O)N2CCC[C@H]2C(=O)NCc2ccncc2)c1	-3	6	0	-2	9	-1	-160	-3	-2	-0.4
26	Cc1ccc(C=Nc2ccccc2C(N)=O)cc1	5	0	-407	-2	6	8	i	-4	2	19*
27	Nc1ccccc1C(=O)N1O[C@@H]2C=C[C@H]1CC2	2	4	-5	0	8	-2	-5	-6	7	-0.1
28	CC(C)Nc1nc(NC(C)(C)C)nc(Oc2ccc(=O)n(-c3ccccc3)n2)n1	-5	7	2	3	1	0	2	-3	-10	0.4
29	CCc1ccc2c(c1)Sc1ccccc1CC2N1CCN(C)CC1 (configuration not stated)	-1	-6	3	4	-5	2	-4	-5	-10	0.1
30	Cc1ccc(OCC(=O)N(Cc2ccccc2)C(C)C)c([N+](=O)[O-])n1	7	-2	3	11	-6	4	-2	-2	19	0.3
31	CCc1nc2c(OCc3ccccc3)cccn2c1N(C)C(C)=O	-7	0	0	2	-11	0	1	0	3	-0.4
32	COC(=O)CN1C(=O)[C@@H]2[C@H](C1=O)[C@@H]1CC(C(=O)OC)=C[C@@H](C(=O)OC)[C@@H]3C1=C(C(=O)[C@]3(C)NC(=O)c1ccccc1)[C@@H]2C	-3	5	4	-6	1	2	6	1	4	-0.8
33	COc1ccc(-n2c(C)cc(/C=C3/SC(=S)N(C)C3=O)c2C)cc1	4	-5	11*	-1	-7	-1	-3	14	8	-0.1
34	COc1ccc(-c2nn(-c3ccccc3)cc2/C=N/NS(=O)(=O)c2ccccc2)cc1	-1	11	-6	-3	-5	-2	-9	3	-27	0.3
35	CCCN1CCN(CCNC(=O)Nc2ccccc2Cl)CC1	8	-11	4	5	17	-2	-4	5	0	-0.5
36	Cc1ccc(C(=O)N(CN2CCCC2=O)c2ccccc2)cc1	1	-8	2	2	1	1	-6	2	3	-0.2
37	C=C(C)CNC(=S)N1CCNC(=O)C1CC(=O)OC (configuration not stated)	2	1	3	-3	4	13	5	8	6	-0.4
38	O=C(Nc1ccc(F)cc1)c1ccc(COc2ccccc2)cc1	3	0	2	0	9	2	4	0	-1	0.4
39	O=C(OCC(=O)N1CCc2ccccc21)c1nc(Cl)ccc1Cl	-3	-1	1	2	7	0	1	1	9	-1.0
40	O=C(COC(=O)C1CCC(=O)N1)Nc1ccc(Oc2ccccc2)cc1 (configuration not stated)	10	-11	0	1	-8	-1	-2	5	-4	-0.3
41	O=C(NCc1ccccn1)c1ccc(OC2CCN(Cc3ccc(CO)o3)CC2)cc1	-3	3	-2	2	-5	0	-16	1	4	0.1
42	Cc1ccc2nccc(C(=O)N3CCCC(N4CCN(c5ccc(F)cc5)CC4)C3)c2c1 (configuration not stated)	-2	3	-3	0	-11	0	-6	-1	-2	0.0
43	N#Cc1ccc(N)cc1OCCCN1CCCCC1	-1	-6	4	3	-1	1	0	1	5	0.3
44	COCC(=O)NC1CC2CCCC(C1)N2Cc1ccccc1 (configuration not stated)	1	4	-1	-4	7	0	2	3	4	0.3
45	O=C(Cn1c(=S)[nH]c2ccccc2c1=O)N1CCN(c2ccccc2)CC1	-12	-19	0	-2	1	3	-4	40*	2	0.6
46	Cc1cc(C(=O)N/N=C2\CCCC(=O)C2)c(C)o1	1	1	-240	-1	-8	-1	-235	-4	-20	4.8
47	N#CC(C#N)=C1C=CC=CN1/C(=C\c1ccccc1Cl)C(=O)c1ccccc1	6	7	-101	13	9	-2	-116	-2	15	5.6
48	Nc1ncn([C@@H]2O[C@H](CO)[C@@H](O)[C@H]2O)c(=O)n1	1	0	1	3	8	3	2	-2	5	0.3
49	CNC(=O)CC1C(=O)N(Cc2ccccc2)C(=S)N1NC(=O)c1cccc(F)c1 (configuration not stated)	3	-6	1	0	9	-3	-2	8	-27	0.1
50	CS(=O)(=O)N(CC(=O)Nc1ccccc1C(=O)N1CCCC1)c1ccc2c(c1)OCO2	2	-8	9.6*	-5	1	3	3	-3	8	0.1
51	CC1(C)NC(=O)N(CC(O)COc2cc3ccccc3cc2C(=O)N2CCCCC2)C1=O (configuration not stated)	10	8	-1	6	-6	5	2	0	-1	0.2
52	Cc1nnc(Nc2ccc(Cl)cc2)s1	-9	2	3	-5	3	-2	-3	1	-2	0.1
53	CCOC(=O)c1cccc(N2CC3CNC(=O)C2(C(=O)OC)N3C)c1 (configuration not stated)	2	-1	-51	5	-9	-1	-87	5	7	1.8

Quoted at random: three entries already listed.
cpd	molecule	Tn6 DDE FP	ARFGAP1 inhibitor	PLCg1 inh	DDE Tn7 FP inh	ASAP1 inh	UHRF1 MBD2 ctr	PLCb3 inh	Rev-erbA mod	HGIII-sPLA2 inh	proKLK7 act
28	CC(C)Nc1nc(NC(C)(C)C)nc(Oc2ccc(=O)n(-c3ccccc3)n2)n1	-5	7	2	3	1	0	2	-3	-10	0.4
53	CCOC(=O)c1cccc(N2CC3CNC(=O)C2(C(=O)OC)N3C)c1 (configuration not stated)	2	-1	-51	5	-9	-1	-87	5	7	1.8
43	N#Cc1ccc(N)cc1OCCCN1CCCCC1	-1	-6	4	3	-1	1	0	1	5	0.3
